# TRPC4 block = blocks the mouse TRPC4 cation channel | Q9QUQ5 | HEK293 TRPC4beta/mu-opioid, DAMGO-evoked Fluo4 calcium flux; hits give low values | B-score at 10 µM | hit rate 0.39% among 300,000;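 active = B-score over 3 SD under the library average, no early fluorescence shift, positive overall ratio signal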
#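 Signal: kinetic Fluo4 fluorescence imaging of calcium influx. Material: stable TRPC4beta/mu-opioid receptor HEK293 cells. Probe or stimulus: DAMGO in two steps, submaximal then maximal.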
# TMEM16A act = activators or potentiators of mouse TMEM16A chloride channel | Q8BHY3 | HEK293 TMEM16A/YFP-H148Q/I152L, iodide quench fluorescence; hits give low values | B-score at 10 µM | hit rate 0.3% among 340,000;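 active = fluorescence-ratio B-score plate-corrected deviation score at least 3 library SD below zero, with starting fluorescence score within 5 deviations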;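 note: channel opened by trigger with iodide after compound preincubation; score built on the fluorescence ratio of max minus min over baseline; more negative score means more quench and so TMEM16A activation or potentiation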
# TRPC4 PAM = allosteric potentiators of mouse TRPC4 channel | Q9QUQ5 | HEK293 TRPC4beta/mu-opioid, DAMGO EC20, Fluo-4 Ca2+ flux; hits give high values | B-score at 10 µM | hit rate 0.42% among 310,000 | AID 2227;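 active = B-score of calcium response area above 5 SD of library B-scores, with initial fluorescence ratio within 5 SD of library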;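 note: B-score of integrated fluorescence ratio over time as area under calcium response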
# TRPC6 activator = mouse TRPC6 channel activation; HEK293-TRPC6 membrane potential dye fluorescence; hits give high values; B-score at 10 µM; hit rate 0.13% among 310,000;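 active = B-score of the integrated fluorescence ratio above library mean plus 3 SD, and starting fluorescence ratio within library mean plus 5 SD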;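 note: higher score means more depolarization so channel activation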
# Target sequence (Q61143 whole entry, looked up): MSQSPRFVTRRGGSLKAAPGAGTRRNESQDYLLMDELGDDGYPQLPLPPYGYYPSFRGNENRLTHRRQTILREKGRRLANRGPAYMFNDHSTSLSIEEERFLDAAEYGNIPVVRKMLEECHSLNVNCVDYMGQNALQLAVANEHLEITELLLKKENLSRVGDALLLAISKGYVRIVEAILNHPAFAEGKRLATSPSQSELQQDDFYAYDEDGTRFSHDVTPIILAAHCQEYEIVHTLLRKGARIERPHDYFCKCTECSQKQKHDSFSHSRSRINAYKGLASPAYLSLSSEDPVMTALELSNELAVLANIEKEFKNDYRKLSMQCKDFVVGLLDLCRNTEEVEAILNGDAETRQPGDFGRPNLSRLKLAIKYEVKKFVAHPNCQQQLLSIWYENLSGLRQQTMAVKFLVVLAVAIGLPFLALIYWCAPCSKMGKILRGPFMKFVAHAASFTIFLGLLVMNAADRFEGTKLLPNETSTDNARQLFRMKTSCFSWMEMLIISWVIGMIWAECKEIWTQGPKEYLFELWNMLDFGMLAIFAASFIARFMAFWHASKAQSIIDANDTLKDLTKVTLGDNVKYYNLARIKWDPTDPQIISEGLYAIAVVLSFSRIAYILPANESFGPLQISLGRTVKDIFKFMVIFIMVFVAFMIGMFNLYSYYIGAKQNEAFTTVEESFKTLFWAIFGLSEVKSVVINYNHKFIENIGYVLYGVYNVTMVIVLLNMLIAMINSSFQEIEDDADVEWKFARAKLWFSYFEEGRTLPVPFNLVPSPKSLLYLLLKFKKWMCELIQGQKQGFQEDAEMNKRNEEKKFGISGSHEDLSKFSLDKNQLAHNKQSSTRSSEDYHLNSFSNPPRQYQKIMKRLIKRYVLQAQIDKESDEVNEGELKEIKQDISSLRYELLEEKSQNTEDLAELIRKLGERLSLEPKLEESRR
# MrgX1 ag = activates human MrgX1 receptor signaling; Q96LB2; MrgX1-HEK293 cells, Fluo-4 calcium fluorescence, agonist mode; hits give high values; B-score at 10 µM; hit rate 0.44% among 310,000; AID 588627;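 active = calcium response B-score plate-corrected fluorescence ratio at least 3 library SD, with starting fluorescence B-score inside 5 SD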
#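 Test system: Stable human MrgX1 HEK293 cell line | Schedule: Overnight plating before 1 h dye loading | Read-out basis: Baseline-normalised fluorescence change ratio, B-scored | Detection: Kinetic calcium dye fluorescence, Fluo-4 NW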
# RGS4 inh = human RGS4 inhibition; AID 463165; P49798; hit rate 0.45% among 310,000; HEK293 M3R/RGS4 inducible, Fluo-4 calcium flux; hits give high values; triggered by carbachol at its EC20; B-score at 10 µM;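 active = B-score, a plate-corrected calcium signal, over three deviations above library mean, with baseline fluorescence within five deviations of library mean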;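 note: RGS4 expression induced by doxycycline in cells with stable M3 receptor; B-score is computed from the integrated fluorescence ratio over baseline after carbachol; higher B-score means a larger calcium signal and so more RGS4 inhibition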
# TMEM16A inh = blocks the mouse calcium-activated chloride channel TMEM16A | HEK293 TMEM16A/YFP iodide influx fluorescence, ionomycin | normalized B-score (activity score, 25-100; higher = stronger inhibition) at 10 µM | hit rate 1.2% among 310,000 | AID 588511;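 active = ratio plate-corrected score three or more library SD toward inhibition, starting fluorescence score within five deviations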;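 note: score derived from kinetic fluorescence span divided by baseline fluorescence per well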
# TRPC6 inh = mouse TRPC6 channel inhibition; Q61143; HEK293-TRPC6, membrane potential dye, ACh-evoked depolarization; hits give low values; B-score at 10 µM; hit rate 1.1% among 310,000;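 active = B-score under library mean minus 3 SD, initial fluorescence not abnormally high, positive integrated signal ratio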;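 note: B-score derived from integrated fluorescence ratio over the kinetic read; more negative B-score means stronger inhibition of depolarization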
# MrgX1 allo act = human MrgX1 positive allosteric modulation, primary screen. Q96LB2. MrgX1-HEK293, Fluo-4 calcium flux, FDSS; hits give high values. B-score at 10 µM. hit rate 0.63% among 310,000. AID 588675;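 active = plate-corrected calcium response at least 3 library SD above typical, normal starting fluorescence, not activating the receptor alone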;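 note: compound read alongside a low EC10 to EC30 dose of BAM8-22 agonist; peak minus trough fluorescence over baseline measured at the second addition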
# TRPC4 agonist = opens the mouse TRPC4 cation channel. Q9QUQ5. B-score at 10 µM. HEK293 TRPC4beta/mu-opioid, Fluo4 calcium fluorescence; hits give high values. hit rate 0.49% among 310,000;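 active = B-score above 5 SD of library B-scores, and initial fluorescence ratio not above library mean plus 5 SD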;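 note: positive B-score marks a calcium rise read as TRPC4 activation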
#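 Assay system: HEK293 stable line with TRPC4beta plus mu-opioid receptor; schedule: 45 min room-temperature Fluo4 loading, 110 s read; technique: kinetic Fluo4 calcium fluorescence; evaluation: integrated baseline-normalised fluorescence ratio, converted to per-well B score; controls: buffer (low) and maximal DAMGO (high)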
# MrgX1 antagonist = blocks BAM8-22 activation of human MrgX1 receptor. Q96LB2. MRGX1-HEK293 calcium flux, Fluo-4, BAM8-22 antagonism; hits give low values. hit rate 1.3% among 310,000. B-score at 10 µM;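 active = calcium-response B-score plate-corrected more than 3 library SD below zero, starting fluorescence within 5 deviations, no agonist response on first addition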;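 note: peak minus trough fluorescence over baseline after final BAM8-22 challenge near maximal dose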
# Active calls of the source: *; i = inactive; . = no result given. An unsorted share of the library. Share with any hit: about 5.8%.
Structure	TRPC4 block	TMEM16A act	TRPC4 PAM	TRPC6 activator	MrgX1 ag	RGS4 inh	TMEM16A inh	TRPC6 inh	MrgX1 allo act	TRPC4 agonist	MrgX1 antagonist
CCC(CC)C(=O)NCc1ccccc1OC	i	i	i	i	i	i	i	i	i	i	i
CC(=O)C1=C(O)C(=O)N(Cc2cccnc2)C1c1ccc(Cl)cc1 (stereo not given)	i	i	i	i	i	i	i	i	i	i	i
C=CC[C@@H]1C=C(C)C[C@H](C)C[C@H](OC)[C@H]2O[C@@](O)(C(=O)C(=O)N3CCCC[C@H]3C(=O)O[C@H](/C(C)=C/[C@@H]3CC[C@@H](O)[C@H](OC)C3)[C@H](C)[C@@H](O)CC1=O)[C@H](C)C[C@@H]2OC	i	.	i	i	i	i	i	i	i	i	i
O=C1N/C(=C\c2ccc(O)cc2)C(=O)c2ccccc21	i	i	i	i	40.3*	i	25*	i	i	i	i
CCCc1nnc(NC(=O)Cn2c(=O)oc3cc(Br)ccc32)s1	.	i	.	.	i	.	i	.	i	.	i
COc1ccc(C2(C)NC(=O)N(CC(=O)NC(C)c3ccc(CC(C)C)cc3)C2=O)cc1 (stereo not given)	i	i	i	i	i	i	i	i	i	i	i
CCOC(=O)[C@@H]1[C@H]2COc3ccc(Br)cc3[C@H]2N2C(=O)N(c3cccc(F)c3)C(=O)[C@]12C	i	i	i	i	i	i	i	i	i	i	i
COc1ccc(CCN2C(=O)CC(NCCc3ccc(S(N)(=O)=O)cc3)C2=O)cc1OC (stereo not given)	i	i	i	i	i	i	i	i	i	i	i
Cc1ccc(-n2nc(C)c(C(C)(O)C(F)(F)F)c2N)cc1 (stereo not given)	i	i	i	i	i	i	i	i	i	i	i
COc1cc(C(=O)Nc2ccc3nc(N4CCN(C)CC4)cc(C)c3c2)cc(OC)c1OC	i	i	i	i	i	i	i	i	i	i	i
O=C(c1ccc2c(=O)n(Cc3ccc4c(c3)OCO4)c(=S)[nH]c2c1)N1CCCCC1	i	i	i	i	i	i	i	i	i	i	i
COc1cccc(C(=O)COc2ccc3ccc(=O)oc3c2)c1	i	i	i	i	i	i	i	i	i	i	i
COC(=O)CSc1[nH]c2ccccc2c1[N+](=O)[O-]	i	i	i	i	i	15.7*	i	i	i	i	i
CN(C)S(=O)(=O)N(CC(=O)N1CCN(c2ccccc2)CC1)c1ccccc1	i	i	i	i	i	i	i	i	i	i	i
CC(=O)c1ccc(N=C2C(=O)Nc3ccccc32)cc1	i	i	i	i	29.2*	i	i	i	i	i	i
CN(C)S(=O)(=O)c1ccc(C(=O)Nc2ccc(Cl)cc2)cc1	i	i	i	i	i	i	i	i	i	i	i
COc1ccc(C(C(=O)NC2CCCC2)N(CCCO)C(=O)c2snc(C(N)=O)c2N)cc1 (stereo not given)	i	i	i	i	i	i	i	i	i	i	i
CCCS(=O)(=O)NCCc1cc2ccc(OC)cc2[nH]c1=O	.	i	.	.	i	.	i	.	i	.	i
O=C(Nc1ccc(Br)cc1)N1CCCCC1	i	i	i	i	i	i	i	i	i	i	i
Cc1ccccc1OCC(=O)Nc1cccc(C(=O)O)c1	i	i	i	i	.	i	.	i	.	i	.
O=C(CN1C(=O)CS/C1=C\c1nc(-c2ccc(Cl)cc2)cs1)Nc1cccnc1Cl	i	i	i	i	i	i	i	i	i	i	i
CCOc1ccc(N(CC(=O)NN=C2CCCC2)S(C)(=O)=O)cc1	i	i	i	i	i	i	i	i	i	i	i
CN1CCN(C(=O)c2ccc(Cl)cc2)CC1	i	i	i	i	i	i	i	i	i	i	i
COC(=O)c1csc(S(=O)(=O)N2CCOCC2)c1OC	i	i	i	i	i	i	i	i	i	i	i
Cc1nc(NC(=O)c2ccccc2)sc1-c1csc(Nc2ccc(C(=O)O)cc2)n1	i	i	i	i	.	i	.	i	.	i	.
CCCCc1cc(=O)oc2cc(OCc3nn[nH]n3)ccc12	i	i	i	i	i	i	i	i	i	i	i
O=C(NC1CCS(=O)(=O)C1)c1cccc(Br)c1 (stereo not given)	i	i	i	i	i	i	i	i	i	i	i
CC(=O)c1ccc(S(=O)(=O)Nc2ccc(N3CCOCC3)cc2)cc1	i	i	i	i	i	i	i	i	i	i	i
Cc1ccc(S(=O)(=O)N2CCOCC2)cc1C(=O)NCc1ccco1	i	i	i	i	i	i	i	i	i	i	i
CC(=O)Cc1nsc(NC(=O)c2ccc(-c3cc(C(F)(F)F)ccc3Cl)o2)n1	i	i	i	i	i	i	i	i	i	i	i
Cc1ccccc1C(=O)Nc1cccc(NC(=S)NC(=O)c2cccs2)c1	i	i	i	i	i	i	i	i	i	i	i
COc1ccc(-c2c(C)nn3c(N4CCN(Cc5ccccc5)CC4)cc(C)nc23)cc1OC	i	i	i	i	i	i	i	i	i	i	i
COc1ccc(C(=O)OC2CCCCC2CN(C)C)cc1 (stereo not given)	i	i	i	i	i	i	i	i	i	i	i
CCOC(=O)C1CCN(Cc2ccc(Cl)c(Cl)c2)CC1	i	i	i	i	i	i	i	i	i	i	i
Cc1ccccc1C(=O)N/N=C/c1ccc(OCC(=O)N2CCCCC2)cc1	i	i	i	i	i	i	i	i	i	i	i
COC(=O)C1=CN(c2cc(C)cc(C)c2)C=C(C(=O)OC)C1c1ccc(OC)c(O)c1	i	.	i	i	i	i	i	i	i	i	i
Cc1cc(=O)c2cc(Br)ccc2n1CC(=O)NCc1ccccc1	i	i	i	i	i	i	i	i	i	i	i
Cc1cc(C)cc(C(=O)NCCC(=O)N2CCC3(CC2)NCCc2[nH]cnc23)c1	i	i	i	i	i	i	i	i	i	i	i
NC(=O)CC(NC(=O)c1ccc(Cl)cc1)C(=O)NCCc1ccc(S(N)(=O)=O)cc1 (stereo not given)	i	i	i	i	i	i	i	i	i	i	i
Cc1ccc(C)c(CNC(=O)Nc2ccccc2)c1	i	i	i	i	i	i	i	i	i	i	i
N#CC1=C(N)OC2=C(C(=O)CCC2)C1c1ccc(OC(=O)N2CCOCC2)cc1 (stereo not given)	i	i	i	i	i	i	i	i	i	i	i
COc1ccc(S(=O)(=O)N2CCCC2)cc1NC(=O)c1ccccc1	i	i	i	i	i	i	i	i	i	i	i
COC(=O)N/N=C/c1ccc(Oc2ccccc2)cc1	i	i	i	i	i	i	i	i	i	i	i
O=C(COCc1cc(-c2ccc3c(c2)OCO3)on1)N1CCN(c2cccc(Cl)c2)CC1	i	i	i	i	i	i	i	i	i	i	i
CC(=O)c1cccc(S(=O)(=O)N(C)C2CCN(C)CC2)c1	i	i	i	i	i	i	i	i	i	i	i
C=CCCC(=O)Nc1ccc(Br)cn1	i	i	i	i	i	i	i	i	i	i	i
O=[N+]([O-])c1ccc(N/N=C/c2cccc(O)c2O)c(S(=O)(=O)N2CCOCC2)c1	i	i	i	i	i	i	i	i	i	i	i
CC(C)(C)c1cc(NC(=O)CSc2nncs2)n(-c2ccccc2)n1	i	i	i	i	i	i	i	i	i	i	i
COc1cccc(CN2CCN(C(=O)c3ccc(-c4ccccc4)cc3)CC2)c1OC	i	i	i	i	i	i	i	i	i	i	i
O=C(/C=C/c1ccc2c(c1)OCO2)NCCSCc1cccc(Cl)c1	i	i	i	i	i	i	i	i	i	i	i
CNc1nc(N)nc(-c2cc(Cl)ccc2OC)n1	i	i	i	i	i	i	i	i	i	i	i
COC(CN(C(=O)CCl)C(C(=O)NC1CCCCC1)c1ccc(C)cc1)OC (stereo not given)	i	i	i	i	i	i	i	i	i	i	i
COc1cccc(CNS(=O)(=O)c2csc(C(N)=O)c2)c1	i	i	i	i	i	i	i	i	i	i	i
COc1ccc(OC)c2c(N)c(C#N)c(C(F)(F)C(F)(F)F)nc12	i	i	i	i	i	i	i	i	i	i	i
O=[N+]([O-])c1cccnc1N1CCN(c2ccccc2F)CC1	i	i	i	i	i	i	i	i	i	i	i
CCN(CC)S(=O)(=O)c1cccc(C(=O)NC(C(=O)Nc2nnc(C)s2)C(C)C)c1 (stereo not given)	i	i	i	i	i	i	i	i	i	i	i
Cc1c(-c2ccccc2)nc(N)c(C#N)c1-c1cccnc1	i	i	i	i	i	i	i	i	i	i	i
COc1ccc(N2CCN(C(=O)C(=O)c3cn(CC(=O)N4CCOCC4)c4ccccc34)CC2)cc1	i	i	i	i	i	i	i	i	i	i	i
CCN(CCO)c1cc(Cl)nc(SC)n1	i	i	i	i	i	i	i	i	i	i	i
CC1=CC(=O)N(c2ccc(C)cc2)C1c1ccc(Cl)cc1 (stereo not given)	i	i	i	i	i	i	i	i	i	i	i

# Next section.
Structure	TRPC4 block	TMEM16A act	TRPC4 PAM	TRPC6 activator	MrgX1 ag	RGS4 inh	TMEM16A inh	TRPC6 inh	MrgX1 allo act	TRPC4 agonist	MrgX1 antagonist
COc1cccc(Oc2ccc(C(F)(F)F)cc2NC(=O)c2cccc(F)c2)c1	i	i	i	i	i	i	i	i	i	i	i
Cc1[nH]c2ccccc2c1/C=N/NC(=O)c1cccs1	i	i	i	i	i	i	i	i	i	i	i
C=C(C)CNC(=S)N/N=C(\C)c1cccc(NC(C)=O)c1	.	i	i	i	.	i	.	i	.	i	.
Cc1ccc(N2C(=O)c3ccc(C(=O)N4CCN(Cc5ccccc5)CC4)cc3C2=O)cc1	i	i	i	i	i	i	i	i	i	i	i
COc1ccccc1OCC(=O)Nc1ccc(S(=O)(=O)N2CCCCCC2)cc1	i	i	i	i	i	i	i	i	i	i	i
O=C(c1ccccc1F)N1CCN=C1SCc1cccnc1	i	i	i	i	i	i	i	i	i	i	i
C=CCn1c(=O)/c(=C/c2ccc(F)cc2)s/c1=C(\C#N)c1nnc2n1CCCCC2	i	i	i	i	i	i	i	i	i	i	i
COc1cc(CN2CCN(C(=O)c3cccc4ccccc34)CC2)cc(OC)c1OC	i	i	i	i	i	i	i	i	i	i	i
CCOc1ccc(C(=O)NCC(=O)OCC(=O)Nc2ccccc2OC)cc1	i	i	i	i	i	i	i	i	i	i	i
